Source: PubChem BioAssay
CCR6 antagonist = blocks CCL20-driven beta-arrestin recruitment at human CCR6. inhibition, % at 20 µM. P51684. 340,000 compounds, 0.49% hits. CHO-K1 CCR6 PathHunter beta-arrestin, luminescence, CCL20-stimulated;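 active means compounds whose inhibition of the agonist-driven luminescence signal at 20 µM reaches about 50%, limit read from the data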;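 further: cells stimulated with CCL20 at 14 nM final; plate controls were DMSO with CCL20 for no effect and DMSO without agonist for full effect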
Target sequence (P51684 whole entry, looked up): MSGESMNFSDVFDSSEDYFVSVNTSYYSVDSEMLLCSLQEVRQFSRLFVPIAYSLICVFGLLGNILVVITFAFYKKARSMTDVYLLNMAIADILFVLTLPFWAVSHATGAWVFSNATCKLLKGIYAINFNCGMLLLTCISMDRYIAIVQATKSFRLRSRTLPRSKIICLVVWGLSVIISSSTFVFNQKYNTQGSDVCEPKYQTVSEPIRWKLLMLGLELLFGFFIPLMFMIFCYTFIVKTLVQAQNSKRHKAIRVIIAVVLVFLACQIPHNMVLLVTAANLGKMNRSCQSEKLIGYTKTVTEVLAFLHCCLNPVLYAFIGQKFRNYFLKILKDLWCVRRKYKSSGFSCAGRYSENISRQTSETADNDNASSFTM
Mdm2 MdmX PPI = disrupts the human Mdm2-MdmX interaction. O15151+Q00987. SaOS-2 split-luciferase Mdm2/MdmX complementation, luminescence. inhibition, % at 8 µM. 330,000 compounds, 3% hits;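 active means inhibition of at least 50% at 8 µM in the primary screen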
APJ ag = agonists of human APJ apelin receptor; P35414; CHO-K1 APJ PathHunter beta-arrestin, luminescence; 0% DMSO wells, 100% apelin; activation, % at 20 µM; 330,000 compounds, 0.11% hits;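 active means activation more than six SD over the plate average, tested at 20 µM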;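 further: 0% = DMSO alone and 100% = apelin-13 at 10 nM; some results filed as inactive read as strong as hits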
Target sequence (P35414 whole entry, looked up): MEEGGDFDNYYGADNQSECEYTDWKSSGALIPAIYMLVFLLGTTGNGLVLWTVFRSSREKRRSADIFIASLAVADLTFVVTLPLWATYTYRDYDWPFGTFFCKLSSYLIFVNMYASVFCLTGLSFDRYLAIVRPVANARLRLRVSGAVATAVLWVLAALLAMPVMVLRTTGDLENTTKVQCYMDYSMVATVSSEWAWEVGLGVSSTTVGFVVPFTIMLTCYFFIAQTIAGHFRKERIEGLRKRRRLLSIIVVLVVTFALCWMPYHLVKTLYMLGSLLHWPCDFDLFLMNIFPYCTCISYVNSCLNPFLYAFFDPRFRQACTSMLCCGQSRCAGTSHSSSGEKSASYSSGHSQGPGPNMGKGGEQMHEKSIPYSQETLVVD
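Assay system – PathHunter CHO-K1 APJ (AGTRL-1) beta-arrestin reporter cells · Compound – one dose, 20 µM compound, 1% DMSO · Timing – compound 90 min 25 °C, reagent 1 h · Measured by – luminescence from split beta-galactosidase complementation, Galacton Star/Emerald II substrate · Measure – beta-arrestin recruitment to APJ as agonist activity, luminescent signal · Benchmarks – DMSO vs Apelin-13 10 nM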
EBI2 antag = blocks human EBI2 receptor beta-arrestin signaling; P32249; AID 651636; EBI2 beta-arrestin recruitment, luminescence, 7a,25-OHC stimulated; 360,000 compounds, 0.81% hits; inhibition, % at 5 µM; in the data active means inhibition above about 38%;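 further: enzyme fragment complementation signal reports receptor beta-arrestin coupling in cells; 0% = agonist plus DMSO wells and 100% = wells without agonist; some results beyond the cut were filed as inactive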
CHOP UPR activ = apoptotic UPR (CHOP) activation | CHO-CHOP luciferase reporter, luminescence; percent of tunicamycin response over DMSO baseline | activation, % at 10 µM | 330,000 compounds, 0.34% hits | AID 449763;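 active means at 10 µM dose, activation of 40% or more, normalized to positive control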;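 further: 100% = tunicamycin at 10 µg/mL and 0% = DMSO alone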
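Assay system: CHO cells with stable CHOP pathway luciferase reporter; Buffer or medium: F12 plus 10% serum; Times: 16-18 h cell attachment, then 6 h compound exposure, 37 °C; Signal: luciferase luminescence; Read-out basis: percent activation relative to tunicamycin control; Control set: tunicamycin high control, DMSO low control.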
XBP1 UPR activ = activators of adaptive arm of unfolded protein response (XBP1); CHO-XBP1 luciferase reporter, IRE1-XBP1 UPR activation, luminescence; percent of tunicamycin response, DMSO as zero; activation, % at 20 µM; 330,000 compounds, 0.33% hits; AID 463104;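 active means versus positive control, 20 µM dose yields 30% or more activation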;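 further: 100% = tunicamycin at 10 µg/mL and 0% = DMSO only wells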
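Test system: CHO-XBP1 luciferase reporter cells | Buffer or medium: Serum-containing F12 medium, 10% FBS | Schedule: 6 h compound exposure at 37 °C, 5% CO2 | Detection: Steady-Glo luciferase glow luminescence, 10 min after reagent addition | Read-out basis: Activation, % of tunicamycin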
tim23-1 inh = growth inhibitors of tim23-1 mutant yeast | S. cerevisiae tim23-1 growth, BacTiter-Glo luminescence, 24 h | inhibition, % at 20 µM | 330,000 compounds, 1.3% hits;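 active means growth inhibition of the mutant yeast at or above 50%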;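 further: temperature-sensitive mutant grown at 25 °C; plate controls were DMSO-treated mutant yeast for no effect and medium wells lacking yeast for full effect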
APJ antag = APJ receptor antagonism; inhibition, % at 20 µM; P35414; 330,000 compounds, 0.32% hits; CHO-K1 APJ beta-arrestin complementation, luminescence;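 active means inhibition above about 40% at 20 µM, limit read from the data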;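 further: cells challenged with 10 nM apelin-13 agonist together with compound; plate controls were apelin-13 plus DMSO wells for no effect and DMSO wells lacking apelin-13 for full effect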
CXCR6 block = inhibitors of human CXCR6 receptor; CHO-K1 PathHunter CXCR6 beta-arrestin, luminescence; inhibition, % at 20 µM; 360,000 compounds, 0.36% hits; in the data active means inhibition above about 34%, passing the limit was not always enough;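 further: antagonist mode with CXCL16 agonist at 10 nM final; 0% = 10 nM CXCL16 with DMSO and 100% = unstimulated wells without agonist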
Target sequence (O00574 whole entry, looked up): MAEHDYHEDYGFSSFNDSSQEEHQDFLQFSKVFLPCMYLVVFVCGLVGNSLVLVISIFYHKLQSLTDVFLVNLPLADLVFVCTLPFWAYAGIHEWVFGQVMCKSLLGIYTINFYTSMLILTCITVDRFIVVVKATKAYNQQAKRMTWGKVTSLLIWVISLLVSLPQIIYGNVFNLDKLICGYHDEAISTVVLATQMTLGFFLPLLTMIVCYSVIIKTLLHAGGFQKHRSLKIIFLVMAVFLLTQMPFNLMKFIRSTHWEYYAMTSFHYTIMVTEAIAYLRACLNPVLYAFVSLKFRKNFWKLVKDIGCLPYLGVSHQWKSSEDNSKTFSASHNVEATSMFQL
* marks the source's active call; other numbers are inactive results; . = not tested or not shown. This is a subset; the hit share may differ from the screen's.

SMILES	CCR6 antagonist	Mdm2 MdmX PPI	APJ ag	EBI2 antag	CHOP UPR activ	XBP1 UPR activ	tim23-1 inh	APJ antag	CXCR6 block
Cn1cccc1Cc1nnc(SCC(=O)NCCc2ccccc2)n1C	-5	1	-2	-6	0.7	0	5	2	-5
CC(C)Cc1nc2sc3c(=O)[nH]cnc3c2c2c1CCC2	-3	15	-2	-7	0.2	2	8	-4	3
COc1ccc(N2CCN(C(=O)CCc3cc(OC)c(OC)c(OC)c3)CC2)cc1	10	6	-2	10	-2.8	-9	10	2	3
Cc1ccc2nc(SCC(=O)NCc3ccco3)c(C)cc2c1	12	-10	-2	5	-1.2	1	27	17	-3
Cc1c(C(C)(C)O)[nH]c2ccc(C#N)cc12	8	20	1	6	0.0	1	-12	-10	-11
N#Cc1sc2nc3c(c(-c4ccco4)c2c1N)CCCC3	4	-30	5	15	-1.9	3	1	16	-5
Cc1ccc(C)c2[nH]c(=O)c(CN(CC3CCCO3)C(=O)NC3CCCCC3)cc12 (stereo not given)	10	20	2	-4	-0.6	2	33	-11	-10
CCOc1ccc(NC(=O)c2cc(SC)ccc2Cl)cc1	16	25	-4	1	3.3	0	13	-20	0
CN1CCN(C(=S)c2ccc(-c3cc(Cl)ccc3Cl)o2)CC1	15	14	-3	-16	0.4	1	49	13	-14
CCS(=O)(=O)N1CCN(S(=O)(=O)c2ccccc2[N+](=O)[O-])CC1	-8	-9	-1	-8	-1.7	-3	12	1	-6
CCn1c(=O)cc(OCC(=O)NCC2CCCO2)c2ccccc21 (stereo not given)	3	13	-3	-9	-0.2	4	13	6	-3
O=[N+]([O-])c1cccc(/C=N/NC2CCS(=O)(=O)C2)c1 (stereo not given)	1	18	-9	-6	-2.5	-1	15	15	-2
CCCC(=O)N1CCCC(C(=O)c2ccc(OC)c(OC)c2)C1 (stereo not given)	8	9	1	-15	1.1	1	12	11	5
NC(=O)C1CCN(Cc2nc3cc(Cl)ccc3c(=O)[nH]2)CC1	-4	9	-2	12	-1.1	6	2	0	11
CC(C)(O)C1Cc2cc(/C=C/C(=O)O)c(O)cc2O1 (stereo not given)	3	5	-1	1	-1.8	-1	9	17	-1
Cc1noc(NS(=O)(=O)c2ccc(NC(=O)CSc3nc4ccccc4s3)cc2)c1C	7	4	3	-4	0.3	8	-5	-23	-7
C/C=C1\COC(C(=O)NCc2ccncc2)(C(F)(F)F)C=C1C=C1CCCCC1 (stereo not given)	15	17	-5	7	-0.3	-4	28	-3	-7
O=C(NNS(=O)(=O)c1ccc(Cl)cc1)NC1CCCCC1	14	2	0	-4	0.9	-2	12	14	8
CC(C)NC(=O)NNC(=O)c1cc(COc2cc(Cl)cc(Cl)c2)on1	1	13	-4	-13	0.1	-2	8	9	-1
Cc1ccc(S(=O)(=O)N2CCCCC2)c2nsnc12	4	1	-2	1	-0.7	0	19	-1	-12

Fetched by structure from above:
SMILES	CCR6 antagonist	Mdm2 MdmX PPI	APJ ag	EBI2 antag	CHOP UPR activ	XBP1 UPR activ	tim23-1 inh	APJ antag	CXCR6 block
CC(C)NC(=O)NNC(=O)c1cc(COc2cc(Cl)cc(Cl)c2)on1	1	13	-4	-13	0.1	-2	8	9	-1
Cc1ccc(S(=O)(=O)N2CCCCC2)c2nsnc12	4	1	-2	1	-0.7	0	19	-1	-12
CC(C)(O)C1Cc2cc(/C=C/C(=O)O)c(O)cc2O1 (stereo not given)	3	5	-1	1	-1.8	-1	9	17	-1
CCCC(=O)N1CCCC(C(=O)c2ccc(OC)c(OC)c2)C1 (stereo not given)	8	9	1	-15	1.1	1	12	11	5
Cc1noc(NS(=O)(=O)c2ccc(NC(=O)CSc3nc4ccccc4s3)cc2)c1C	7	4	3	-4	0.3	8	-5	-23	-7
C/C=C1\COC(C(=O)NCc2ccncc2)(C(F)(F)F)C=C1C=C1CCCCC1 (stereo not given)	15	17	-5	7	-0.3	-4	28	-3	-7

The results go on.
SMILES	CCR6 antagonist	Mdm2 MdmX PPI	APJ ag	EBI2 antag	CHOP UPR activ	XBP1 UPR activ	tim23-1 inh	APJ antag	CXCR6 block
Cc1cccc(N(C(=O)CNC(=O)c2cccs2)C(C(=O)NC2CCCC2)c2ccncc2)c1 (stereo not given)	6	8	0	-6	0.2	-2	19	25	3
CCc1ccc(NC(=O)COc2coc(CN3CCc4ccccc4C3)cc2=O)cc1	12	15	26	-4	0.3	-4	26	-23	1
COc1c(Br)cc2c(C)c(C(=O)O)oc2c1Br	-7	-17	0	-4	0.3	-1	16	-8	-4
O=C(O)COc1ccccc1C=NNC(=O)c1ccccc1NS(=O)(=O)c1cccs1	-3	12	-2	-9	-0.4	-1	-2	6	6
Cc1ccc(NC(=O)c2ccco2)c(NC(=O)CN2C(=O)c3ccccc3C2=O)c1	-10	23	-3	-5	-0.8	2	10	-1	9
CCOCCCNC(=O)c1ccc(C2SCC(=O)N2Cc2ccccc2)cc1 (stereo not given)	3	5	-1	-10	-1.0	-3	14	8	-14
CC(c1ccco1)N(C(=O)c1ccc(C(F)(F)F)cc1)c1ccccn1 (stereo not given)	3	-15	-3	-6	1.6	1	25	-5	-12
O=C(C[C@H]1C[C@H](C(=O)N2CCCCC2)[C@@]2(CCc3ccccc3)c3[nH]c4ccc(Cl)cc4c3CCN2C1=O)NCc1ccco1	8	46	.	21	18	20	40	.	8
NC(=O)CSc1nnc(COc2ccccc2)n1N	-5	-48	-1	5	-0.5	-1	27	-16	3
C[C@@H]1O[C@@H](O[C@H]2[C@H](O)[C@@H](O)[C@H](Oc3c(-c4ccc(O)c(O)c4)oc4cc(O)cc(O)c4c3=O)O[C@@H]2CO)[C@H](O)[C@H](O)[C@H]1O	14	16	-1	-6	0.2	0	2	2	0
COc1cc2c(cc1OC)C(c1cccc([N+](=O)[O-])c1)N(C(=O)CCC(=O)O)CC2 (stereo not given)	7	20	-2	7	-0.5	3	1	16	0
CCCCCCC(C)n1[nH]c(=O)cc1N (stereo not given)	9	-2	0	2	1.1	1	7	-3	-2
Cc1cccc(N2CCN(C(=O)COCc3cc(-c4ccc5c(c4)OCO5)on3)CC2)c1C	15	-23	2	9	-2.1	-3	21	15	4
CCCN1CCc2[nH]c(=S)[nH]c(=O)c2C1	-12	9	-1	-3	-0.6	-1	1	2	0
CCCNC(=O)CN1C(=O)NC2(CCCc3cc(OC)ccc32)C1=O (stereo not given)	-12	16	-4	-2	2.6	0	5	11	4
CCCCN(C(=O)CSCC(=O)Nc1ccc(C)cc1)c1c(N)n(CC(C)C)c(=O)[nH]c1=O	5	-3	-3	5	1.0	-2	-2	0	0
CCC(=O)NC(c1ccccc1)c1c(OC(C)=O)ccc2ccccc12 (stereo not given)	-5	-16	-3	6	0.6	0	27	3	1
Cc1cc(C)cc(C(=O)NCc2ccc3c(c2)OCO3)c1	21	-8	-1	3	0.2	-4	26	5	4
CC/C(=N\NC(=O)c1csc(C)c1C)c1cccs1	3	-160	5	5	4.8	0	3	11	8
CCOC(=O)C(CC)Sc1cc(C)nc2ccc(OC)cc12 (stereo not given)	20	13	0	12	0.6	1	11	-2	2
Cc1ccc(S(=O)(=O)N2CCCN(C)CC2)cc1	5	-12	-5	1	2.5	-1	17	7	-8
CCn1cc(CNCc2c(C(=O)N3CCCCC3)nc3c(C)cccn23)cn1	7	-8	-2	0	3.7	-1	12	6	5
Cc1ccn2c(=O)nc(SCC(=O)N3CCC(C)CC3)nc2c1	7	15	6	-11	1.1	1	15	4	-2
COc1ccc(Br)c(C(=O)Nc2cccc(Cl)c2Cl)c1	9	23	-3	5	1.3	0	33	-7	6
COc1ccc(/C=N/NC(=O)c2ccco2)cc1Cn1nc(C)cc1C	4	14	-1	-3	2.0	-1	22	26	-2
CCCn1c(N)c(N(CCOC)C(=O)c2cccc(F)c2)c(=O)[nH]c1=O	11	7	1	-12	-1.3	-3	7	15	-3
CC1CCN(C(=O)c2[nH]cnc2C(=O)N2CCN(C(=O)OC(C)(C)C)CC2)CC1	6	10	-3	-6	-0.3	-2	-14	6	0
COC(=O)c1cc(C(=O)OCC(=O)N2c3ccccc3NC(=O)C2(C)C)cc([N+](=O)[O-])c1	-2	-9	3	-7	-1.4	-2	15	-21	-8
O=C(NCCc1ccc(Cl)cc1)C1(c2ccccc2)CC1	15	-2	-2	24	-0.3	-8	13	8	6
Cc1ccc(NCC(=O)N/N=C\C(Br)=C\c2ccccc2)cc1	17	3	-4	12	1.1	-3	14	-1	26
C/C(=N\NC(=O)c1c([N+](=O)[O-])c(C)nn1C)c1ccc(NC(=O)c2ccc(C)o2)cc1	4	-3	1	9	-0.2	-2	-1	19	-8
Cc1cccc(-c2nc(NCCCN(C)C)c3ccccc3n2)c1	19	-2	0	7	1.7	2	-6	11	-6
COCCCn1c(Cc2csc(Nc3cccc(Cl)c3)n2)nnc1SCC(=O)OC	4	0	-3	2	-1.1	-1	13	19	0
CCN(CC)c1nc2n(c(=O)n1)CCO2	4	-31	-1	-14	0.2	0	10	8	2
CCOCc1c(C(=O)OCC(=O)Nc2ccc(C)c(S(=O)(=O)N(C)C)c2)oc2ccccc12	0	-7	1	-1	-0.5	-4	18	9	5
CCOC(=O)c1c(Cc2cccc(Cl)c2)c[nH]c1C	3	23	-3	7	2.9	-6	9	4	-4
COc1ccc(CC(=S)N2CCOCC2)cc1OC	-5	-6	-25	7	0.3	-2	5	-17	-4
Cc1nn(C)c(C)c1S(=O)(=O)N1CCC(CO)(CC2CCCCO2)CC1 (stereo not given)	5	-32	-3	7	0.5	-5	10	1	-15
COc1cc(CC(=O)OCC(=O)N2CCCCC2C)cc(OC)c1OC (stereo not given)	-16	1	-2	2	1.8	0	8	19	4
Cc1ccc(N(CC(=O)Nc2ccc3c(c2)OCCO3)S(=O)(=O)c2c(C)noc2C)cc1	-5	-11	2	3	-0.4	0	28	11	0
CCN(CC)C(=O)Cn1cc(C(=O)C(=O)NCCc2c[nH]c3ccccc23)c2ccccc21	27	9	-3	31	4.3	0	1	2	10
O=C(NCc1ccccc1)N1CCN(c2ccc(Cl)c(Cl)c2)CC1	9	30	-2	17	-0.7	3	-26	4	-3
CCCCCCCCOC(=O)CCn1[nH]c(=O)c2ccccc2c1=O	16	-11	1	-3	2.6	-2	15	4	-3
O=C(Nc1nnc(C2=COCCO2)o1)c1cccc([N+](=O)[O-])c1	4	-15	3	-4	0.8	-1	-3	8	2
Cc1cc(=O)[nH]c(SCC(=O)NCCOc2ccccc2)n1	-3	-2	-4	-8	-0.7	0	13	13	-1
Cc1cc(=O)[nH]c(SCC(=O)NCc2ccc3c(c2)OCO3)n1	16	-26	2	-7	-1.0	-2	-3	-9	2
O=C(CNC(=O)C1CCCCC1)Nc1ccc(Cl)cc1	9	11	-3	-10	2.6	-1	-21	-3	-2
